# TcdB GH inh = TcdB glycohydrolase inhibitors, primary screen, biochemical, single point, plate reader. inhibition, % at 9.99 µM. 350,000 compounds, 0.24% hits. Toxin B (Clostridioides difficile), P18177. TcdB glycohydrolase enzymatic assay; in the data active means inhibition above about 10%
# * marks the source's active call; other numbers are inactive results.
# Sample of the layout (3 entries):
SMILES,TcdB GH inh
Cc1cccc(S(=O)(=O)N2CCCCN3[C@H](CO)[C@@H](c4ccc(C#CC(C)C)cc4)[C@@H]3C2)c1,-0.2
COc1ccccc1NC(=O)N1CC(=O)N2[C@@H](CO)[C@@H](c3ccc(C#Cc4ccc(F)cc4)cc3)[C@@H]2C1,0.1
COc1ccc(CN(C)C[C@@H]2Oc3ccc(NC(=O)C4CC4)cc3C(=O)N([C@H](C)CO)C[C@H]2C)cc1,-5.2

# Results, repeating the preview:
SMILES,TcdB GH inh
Cc1cccc(S(=O)(=O)N2CCCCN3[C@H](CO)[C@@H](c4ccc(C#CC(C)C)cc4)[C@@H]3C2)c1,-0.2
COc1ccccc1NC(=O)N1CC(=O)N2[C@@H](CO)[C@@H](c3ccc(C#Cc4ccc(F)cc4)cc3)[C@@H]2C1,0.1
COc1ccc(CN(C)C[C@@H]2Oc3ccc(NC(=O)C4CC4)cc3C(=O)N([C@H](C)CO)C[C@H]2C)cc1,-5.2
CNC[C@H]1OCCCC[C@@H](C)Oc2ccc(NS(=O)(=O)c3ccccc3)cc2C(=O)N([C@H](C)CO)C[C@@H]1C,0.8
CO[C@@H]1CN(C)C(=O)c2cc(NS(=O)(=O)Cc3ccccc3)ccc2OC[C@@H](C)N(Cc2nccs2)C[C@H]1C,0.0
C[C@H]1CN([C@@H](C)CO)C(=O)c2c(c3ccccc3n2C)-c2ccccc2CO[C@@H]1CN(C)S(=O)(=O)c1ccc(F)cc1,1.0
CCCNC(=O)Nc1ccc2c(c1)C(=O)N(C)[C@@H]1CC[C@H](CC(=O)OC)O[C@@H]1CO2,0.7
C[C@@H]1CN([C@H](C)CO)C(=O)Cc2cc(NS(=O)(=O)c3ccc(Cl)cc3)ccc2O[C@H]1CN(C)C,-0.8
CCN(C[C@@H]1[C@@H](c2ccccc2)[C@H](CO)N1S(C)(=O)=O)C(=O)C1CC1,-7.6
O=C([C@H]1[C@H](CO)[C@H]2Cn3c(cccc3=O)[C@H]2N1Cc1cocn1)N1CCC(Cc2ccccc2)CC1,-2.5
CC(C)C#Cc1ccc([C@@H]2[C@H](C#N)N(C(=O)c3cccc(F)c3)[C@H]2CO)cc1,0.6
C[C@@H]1CCCCO[C@@H](CN(C)S(=O)(=O)c2ccccc2)[C@H](C)CN([C@@H](C)CO)C(=O)c2cc(NC(=O)CCCN(C)C)ccc2O1,-3.0
CCCC#Cc1ccc2c(c1)[C@H]1[C@H](CCN1S(=O)(=O)c1cccc(F)c1)[C@H](CO)N2C,0.8
O=C(C[C@@H]1CC[C@H]2[C@@H](COC[C@H](O)CN2C(=O)c2ccccc2F)O1)NCc1ccc(Cl)cc1,-0.4
COc1ccccc1NC(=O)Nc1ccc2c(c1)C(=O)N(C)C[C@H](OC)[C@H](C)CN[C@H](C)CO2,-0.3
OC[C@H]1[C@H](c2ccc(C#CC3CCCC3)cc2)[C@H]2CN(CCC(F)(F)F)CCCCN21,1.3
CCO[C@H]1OC(C(=O)O)=C[C@@H](c2ccc(Br)cc2)[C@@H]1CCCO,-1.3
O=C(c1ccncc1)N1C[C@H]2[C@@H](c3ccccc31)[C@@H](CO)N2C(=O)c1ccccn1,0.5
C[C@H]1CN([C@@H](C)CO)C(=O)c2cccc(NS(=O)(=O)c3ccccc3)c2O[C@H]1CN(C)CC1CCCCC1,-0.3
[N-]=[N+]=NCCCNC(=O)Nc1ccccc1,0.2
C[C@@H]1CN([C@@H](C)CO)C(=O)c2cc(-c3ccc(C(=O)N(C)C)cc3)cnc2O[C@@H]1CN(C)C,-0.7
C[C@@H]1CN([C@H](C)CO)C(=O)Cc2cc(N(C)C)ccc2O[C@@H]1CN(C)S(=O)(=O)c1ccccc1,-3.7
C[C@@H]1CN([C@H](C)CO)C(=O)c2cc(NC(=O)Nc3cccc4ccccc34)ccc2O[C@H]1CN(C)C,1.2
C[C@@H]1CN([C@H](C)CO)C(=O)c2cc(C3=CCCC3)cnc2O[C@H]1CN(C)C(=O)C1CCOCC1,-0.5
O=C(C[C@@H]1CC[C@@H](NC(=O)Nc2ccccc2F)[C@@H](CO)O1)NCc1ccc(Cl)cc1,0.6

# Some values from above:
# [N-]=[N+]=NCCCNC(=O)Nc1ccccc1 in TcdB GH inh is entered as 0.2
# CCN(C[C@@H]1[C@@H](c2ccccc2)[C@H](CO)N1S(C)(=O)=O)C(=O)C1CC1 in TcdB GH inh is entered as -7.6
# O=C(C[C@@H]1CC[C@H]2[C@@H](COC[C@H](O)CN2C(=O)c2ccccc2F)O1)NCc1ccc(Cl)cc1 in TcdB GH inh is entered as -0.4
# CCCC#Cc1ccc2c(c1)[C@H]1[C@H](CCN1S(=O)(=O)c1cccc(F)c1)[C@H](CO)N2C in TcdB GH inh is entered as 0.8
# COc1ccc(CN(C)C[C@@H]2Oc3ccc(NC(=O)C4CC4)cc3C(=O)N([C@H](C)CO)C[C@H]2C)cc1 in TcdB GH inh is entered as -5.2
# CNC[C@H]1OCCCC[C@@H](C)Oc2ccc(NS(=O)(=O)c3ccccc3)cc2C(=O)N([C@H](C)CO)C[C@@H]1C in TcdB GH inh is entered as 0.8

# Reprinted at random: 2 entries already listed.
SMILES,TcdB GH inh
CCCC#Cc1ccc2c(c1)[C@H]1[C@H](CCN1S(=O)(=O)c1cccc(F)c1)[C@H](CO)N2C,0.8
[N-]=[N+]=NCCCNC(=O)Nc1ccccc1,0.2

# Next part:
SMILES,TcdB GH inh
C[C@H](CO)N1C[C@H](C)[C@@H](CN(C)C(=O)C2CC2)Oc2ncc(C#Cc3ccccc3F)cc2C1=O,-1.3
COc1ccc(C#Cc2ccc3c(c2)[C@H]2[C@H](CCN2S(=O)(=O)c2ccccc2C)[C@@H](CO)N3C)cc1,-0.2
C[C@@H]1CCCCO[C@@H](CN(C)C(=O)Nc2ccc3c(c2)OCO3)[C@H](C)CN([C@@H](C)CO)C(=O)c2cc(NC(=O)Nc3ccc(F)cc3)ccc2O1,-1.7
CN(C)CC(=O)Nc1ccc2c(c1)[C@@H]1C[C@H](CC(=O)N(C)C)O[C@@H](CO)[C@@H]1O2,0.3
CCC(=O)N(C)C[C@H]1Oc2ncc(C3=CCCC3)cc2C(=O)N([C@H](C)CO)C[C@H]1C,-1.4
COc1cccc(-c2ccc3c(c2)[C@@H]2[C@@H](CCN2S(=O)(=O)c2cccc(OC)c2)[C@H](CO)N3)c1,0.6
Cc1ccc(S(=O)(=O)Nc2ccc3c(c2)C(=O)N([C@@H](C)CO)C[C@H](C)[C@H](CN(C)Cc2ccc4c(c2)OCO4)OCCCC[C@H](C)O3)cc1,-2.4
COc1cccc(C(=O)Nc2ccc3c(c2)C(=O)N(C)[C@@H]2CC[C@@H](CC(=O)NCC(F)(F)F)O[C@H]2CO3)c1,1.2
CC(C)C(=O)Nc1ccc2c(c1)C(=O)N(C)[C@@H]1CC[C@@H](CC(=O)Nc3ccccc3)O[C@@H]1CO2,1.2
CN1c2ccc(-c3ccccc3F)cc2[C@@H]2[C@@H](CCN2C(=O)NC2CCCCC2)[C@H]1CO,-0.7
O=C(C[C@H]1C[C@@H]2c3cc(NS(=O)(=O)c4ccc(F)cc4)ccc3O[C@@H]2[C@@H](CO)O1)N1CCOCC1,-0.7
O=C(C[C@@H]1CC[C@@H](NC(=O)CN2CCOCC2)[C@H](CO)O1)NC1CCC1,0.5
C[C@@H]1CN([C@@H](C)CO)C(=O)c2cc(NC(=O)CCCCCC(=O)Nc3ccccc3N)ccc2O[C@H]1CN(C)Cc1ccncc1,0.1
C[C@@H]1CCCCO[C@H](CN(C)S(=O)(=O)c2ccc(Cl)cc2)[C@H](C)CN([C@@H](C)CO)C(=O)c2cc(NC(=O)Nc3ccccc3)ccc2O1,1.2
O=C(C[C@@H]1CC[C@@H]2[C@H](COC[C@@H](O)CN2S(=O)(=O)c2cccc(F)c2)O1)Nc1ccc(-c2ccccc2)cc1,-0.9
COc1ccc(S(=O)(=O)N(C)C[C@H]2Oc3ccc(NC(=O)C4CCCCC4)cc3C(=O)N([C@@H](C)CO)C[C@@H]2C)cc1,-0.8
COc1ccc2c3c([nH]c2c1)[C@H](CO)N(C(=O)C1CCCC1)CC31CN(C(=O)c2ccncc2)C1,-0.1
CCN(C)C[C@@H]1Oc2cc(C#CCC3CCCC3)ccc2S(=O)(=O)N([C@@H](C)CO)C[C@H]1C,-0.9
[N-]=[N+]=NCc1ccccc1C[C@]1(C(=O)NCc2ccccc2)COC(c2ccc(OCCCO)cc2)=N1,-0.2
CO[C@H]1CN(C)C(=O)c2cc(NC(C)=O)ccc2OC[C@H](C)N(C(=O)c2cccnc2)C[C@H]1C,0.3
O=C(Cc1ccncc1)NCC[C@@H]1CC[C@@H](NC(=O)Nc2ccc(Cl)cc2)[C@@H](CO)O1,0.1
C[C@@H]1CN([C@H](C)CO)C(=O)c2cc(NC(=O)NC3CCCCC3)ccc2O[C@@H](C)CCCCO[C@@H]1CN(C)C(=O)CCC(F)(F)F,0.1
COCC(=O)Nc1ccc2c(c1)[C@H]1C[C@H](CC(=O)NC3CCCC3)O[C@@H](CO)[C@H]1O2,-0.5
CN1C(=O)c2cc(NC(=O)C3CCCC3)ccc2OC[C@H]2O[C@@H](CC(=O)Nc3ccccc3)CC[C@H]21,1.4
O=C(C[C@H]1CC[C@H](NC(=O)c2ccncc2)[C@H](CO)O1)NCCc1ccncc1,-1.3
# The results go on.
SMILES,TcdB GH inh
CN1CCN(C(=O)C[C@@H]2CC[C@@H]3[C@@H](COc4ccc(NC(=O)C5CCCC5)cc4C(=O)N3C)O2)CC1,1.9
CC(C)NC(=O)N1C[C@H]2[C@@H](c3ccccc31)[C@H](CO)N2Cc1ccccc1,0.3
C[C@@H]1CCCCO[C@@H](CN(C)S(=O)(=O)c2ccccc2)[C@H](C)CN([C@H](C)CO)C(=O)c2cc(NC(=O)CCC(F)(F)F)ccc2O1,0.1
C[C@@H]1CN([C@@H](C)CO)C(=O)Cc2cc(NS(=O)(=O)c3ccc(Cl)cc3)ccc2O[C@@H]1CN(C)Cc1ccc(Cl)c(Cl)c1,-1.6
CCC(=O)N1[C@@H]2c3ccc(-c4ccccc4)c(=O)n3C[C@H]1[C@H](CO)[C@H]2C(=O)N1CCc2ccccc2C1,-1.5
COCC(=O)N1C[C@@H](C)[C@@H](OC)CN(C)C(=O)c2cc(NC(=O)c3ccc(F)cc3)ccc2OC[C@@H]1C,1.2
Cc1noc(C)c1NC(=O)Nc1ccc2c(c1)C(=O)N(C)[C@H]1CC[C@@H](CC(=O)NCc3ccc(Cl)cc3)O[C@@H]1CO2,0.0
CN(C)CC(=O)N[C@H]1CC[C@H](CCNC(=O)C2CCC2)O[C@H]1CO,-0.1
C[C@@H]1CCCCO[C@@H](CN(C)Cc2ccc3c(c2)OCO3)[C@H](C)CN([C@@H](C)CO)C(=O)c2cc(NC(=O)Nc3ccccc3)ccc2O1,-0.6
C[C@@H]1CN([C@H](C)CO)C(=O)c2cc(NS(=O)(=O)c3ccc(F)cc3)ccc2O[C@@H](C)CCCCO[C@@H]1CN(C)C(=O)CCCN(C)C,0.5
COCC#Cc1ccc2c(c1)O[C@@H](CN(C)Cc1ccccn1)[C@H](C)CN([C@H](C)CO)S2(=O)=O,-0.6
CNC[C@H]1Oc2c(NC(=O)Nc3ccc(F)cc3)cccc2C(=O)N([C@@H](C)CO)C[C@@H]1C,0.5
COc1ccc(S(=O)(=O)N[C@@H]2C=C[C@H](CC(=O)NCc3ccccc3F)O[C@@H]2CO)cc1,-1.2
C[C@H](CO)N1C[C@H](C)[C@@H](CN(C)S(C)(=O)=O)Oc2c(NC(=O)NC3CCCCC3)cccc2C1=O,-0.9
COc1ccc(-c2ccc(C3[C@@H]4CN(C(=O)Nc5cccc(F)c5)C[C@H]3N4)cc2)cc1 (some centres undefined),0.9
C[C@H]1CN([C@@H](C)CO)C(=O)c2cc(-c3ccncc3)cnc2O[C@H]1CN(C)S(=O)(=O)c1ccccc1,-0.3
C[C@@H]1CN([C@@H](C)CO)C(=O)c2cccc(N(C)C)c2O[C@@H]1CN(C)C(=O)Nc1ccccc1,1.0
Cc1noc(C)c1NC(=O)Nc1ccc2c(c1)C(=O)N([C@H](C)CO)C[C@H](C)[C@H](CN(C)S(=O)(=O)c1ccc(F)cc1)OCCCC[C@H](C)O2,-0.2
CCC(=O)N1C[C@H](C)[C@@H](OC)CN(C)C(=O)c2ccc(NC(=O)Nc3ccccc3)cc2OC[C@@H]1C,-2.4
CO[C@@H]1CN(C)C(=O)c2cc(NS(=O)(=O)c3cccc(F)c3)ccc2OC[C@H](C)N(Cc2cc(F)ccc2F)C[C@@H]1C,-8.8
COc1ccccc1S(=O)(=O)N[C@@H]1CC[C@@H](CCNC(=O)C2CCC2)O[C@H]1CO,-9.0
COc1ccc2c3c([nH]c2c1)[C@H](CO)N(C(=O)Nc1cccc(F)c1)CC31CN(CC2CCOCC2)C1,-0.3
C[C@H]1CN([C@@H](C)CO)C(=O)Cc2cc(N(C)C)ccc2O[C@H]1CN(C)C(=O)Nc1ccc2c(c1)OCO2,-4.5
O=C(C1CCCC1)N1CC(=O)N2[C@H](CO)[C@@H](c3ccc(C#Cc4cccc(F)c4)cc3)[C@H]2C1,-0.2
CC(C)NC(=O)N(C)C[C@H]1Oc2ccc(NC(=O)Cc3ccccc3)cc2CC(=O)N([C@@H](C)CO)C[C@@H]1C,-0.4
# Further results:
SMILES,TcdB GH inh
C[C@H]1CN([C@@H](C)CO)C(=O)Cc2cc(NC(=O)C3CCCCC3)ccc2O[C@@H]1CN(C)C(=O)Nc1ccc(C(F)(F)F)cc1,0.1
COCC(=O)Nc1ccc2c(c1)C(=O)N(C)[C@H]1CC[C@H](CC(=O)Nc3ccccc3C)O[C@@H]1CO2,-0.4
CC(C)NC(=O)Nc1ccc2c(c1)C(=O)N([C@H](C)CO)C[C@@H](C)[C@@H](CN(C)C(=O)NC(C)C)O2,-0.1
O=C(Nc1ccc(C(F)(F)F)cc1)Nc1ccc2c(c1)[C@@H]1C[C@@H](CC(=O)N3CCc4ccccc4C3)O[C@@H](CO)[C@@H]1O2,0.4
O=C(C[C@H]1C[C@@H]2c3cc(NC(=O)c4ccc5c(c4)OCO5)ccc3O[C@@H]2[C@H](CO)O1)NCc1cccnc1,0.7
C[C@@H]1CCCCO[C@H](CN(C)Cc2ccc(C(=O)O)cc2)[C@@H](C)CN([C@@H](C)CO)C(=O)c2cc(NC(=O)Cc3ccccc3)ccc2O1,0.2

# Compound activity as filed in PubChem BioAssay.

# These rows are one share of the data; count on the stated rates, not on these rows.
